mIDH1 inhibitor = human IDH1 R132H inhibition; actives 0.093% (n = 390,000); IDH1-R132H enzyme, NADPH consumption, diaphorase/resazurin fluorescence; Potency, µM (top dose mostly 76.6 µM), for inactives: at the top dose activity change, negative = inhibition, usual class: inhibitors; AID 602179; note: potency is the fitted concentration of half-maximal effect; % is set by controls: 0 for no effect and ±100 for the full control effect; nearly all actives have a fitted effect of over 65% in size
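IDH1-R132H (0.5 ug/mL) preincubated 30 min with compound, then NADPH (0.016 mM) and alpha-KG (2 mM) added; 80 min at RT, pH 7.5. Remaining NADPH coupled via diaphorase/resazurin to fluorescence (540/590 nm); concentration-response curves normalized to no-enzyme control.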
TrxR1 inh = blocks rat thioredoxin reductase 1. O89049. Potency, µM (top dose mostly 114 µM), without a hit: top-dose activity change, negative = inhibition, most hits filed as inhibitors. actives 1% (n = 390,000). recombinant rTrxR1, NADPH fluorescence consumption, selenite substrate; note: potency is the fitted concentration of half-maximal effect; % is set by controls: 0 for no effect and ±100 for the full control effect; nearly all actives have a fitted effect of over 65% in size
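Rat TrxR1 (90 nM in the dispensed reagent) was pre-reduced with 400 uM NADPH for 5 min at room temperature, then incubated with compound for 15 min. After 400 uM selenite was added, NADPH fluorescence (Ex 340/Em 450 nm) was followed for 8 min.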
Pin1 inh = human Pin1 inhibition; actives 0.009% (n = 390,000); Pin1 FP peptide displacement, HiFluor488, 10 min; Q13526; Potency, µM (highest dose often 115 µM), inactives show at the top dose activity, negative = inhibition, actives largely listed as inhibitors; active = well fitted inhibition curve with a large enough effect in the polarisation, with a control signal flat, not every such curve was filed as active; inconclusive = small, poorly fitted or top-dose-only effect, or effect the other way, or a change in a side signal; inactive = no such curve, though single readings can be large or run the other way; the % refers to the polarisation; note: potency is the fitted concentration of half-maximal effect; % is set by controls: 0 for no effect and ±100 for the full control effect
Target sequence (Q13526 whole entry, looked up): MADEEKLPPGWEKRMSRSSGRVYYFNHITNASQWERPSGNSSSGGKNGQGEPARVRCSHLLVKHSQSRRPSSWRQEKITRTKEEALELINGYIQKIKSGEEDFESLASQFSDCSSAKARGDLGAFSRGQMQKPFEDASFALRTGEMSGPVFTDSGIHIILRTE
GLS inh = glutaminase GLS (human) inhibition | actives 0.21% (n = 410,000) | GLS enzymatic activity, qHTS titration | Potency, µM (series often up to 45.5 µM), inactives show top-dose activity change, negative = inhibition, hits mostly inhibitors | O94925; note: potency is the fitted concentration of half-maximal effect; % is set by controls: 0 for no effect and ±100 for the full control effect
Target sequence (O94925 whole entry, looked up): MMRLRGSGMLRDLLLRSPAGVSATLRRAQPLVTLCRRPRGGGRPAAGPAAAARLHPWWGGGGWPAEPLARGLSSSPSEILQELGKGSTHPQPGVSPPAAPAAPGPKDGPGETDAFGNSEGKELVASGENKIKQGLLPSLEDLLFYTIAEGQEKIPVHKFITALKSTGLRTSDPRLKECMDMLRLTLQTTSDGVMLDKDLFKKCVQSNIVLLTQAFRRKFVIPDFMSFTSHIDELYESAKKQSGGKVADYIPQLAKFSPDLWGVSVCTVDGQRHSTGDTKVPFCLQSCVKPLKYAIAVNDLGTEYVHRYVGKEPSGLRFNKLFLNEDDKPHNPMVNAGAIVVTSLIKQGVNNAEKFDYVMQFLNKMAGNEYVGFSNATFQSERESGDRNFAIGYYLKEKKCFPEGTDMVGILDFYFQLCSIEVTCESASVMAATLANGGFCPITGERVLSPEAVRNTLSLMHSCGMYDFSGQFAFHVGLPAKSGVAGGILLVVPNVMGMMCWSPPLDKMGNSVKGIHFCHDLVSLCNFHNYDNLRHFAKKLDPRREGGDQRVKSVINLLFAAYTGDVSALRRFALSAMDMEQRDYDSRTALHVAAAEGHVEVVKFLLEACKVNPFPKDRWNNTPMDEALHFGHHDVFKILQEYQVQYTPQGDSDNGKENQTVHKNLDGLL
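Human kidney-isoform GLS in 45 mM KH2PO4 pH 8.2, 0.02% Tween-20, with compound, started with 1mM L-Glutamine (added stock). Glutamate oxidase/HRP/Amplex red coupled fluorescence read at start and after 30 min at RT.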
PGK inhibitor = inhibitors of T. brucei phosphoglycerate kinase; AID 602233; actives 0.043% (n = 380,000); P07378; Potency, µM (titrated, usually from 57.5 µM), without a hit: top-dose activity change, negative = inhibition, most hits filed as inhibitors; PGK/GAPDH coupled, Kinase-Glo luminescence, 60 min; note: potency is the fitted concentration of half-maximal effect; % is set by controls: 0 for no effect and ±100 for the full control effect; nearly all actives have a fitted effect of over 60% in size
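Recombinant glycosomal PGK reaction used 1,3-bisphosphoglycerate generated in-well by GAPDH (100nM final) in 100mM TEA pH 7.6, 5mM MgCl2, 0.01% Tween-20. After 60 minutes at room temperature, ATP was read by Kinase-Glo Plus luminescence end-point.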
USP1-UAF1 inh = blocks the human USP1/UAF1 deubiquitinase complex; O94782; recombinant USP1/UAF1, Ub-Rhodamine cleavage fluorescence; Potency, µM (titrated, usually from 57.1 µM), for the others: at the highest dose activity change, negative = inhibition, actives largely listed as inhibitors; actives 0.23% (n = 390,000); note: potency is the fitted concentration of half-maximal effect; % is set by controls: 0 for no effect and ±100 for the full control effect; nearly all actives have a fitted effect of over 60% in size; inactives centre near -12
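USP1/UAF1 complex (1 nM) preincubated 15 min at room temperature with compound, then Ub-Rho substrate (150 nM final) added. Kinetic fluorescence at 480/540 nm over 6 reads at 60 s intervals; 50 mM HEPES pH 7.8, 0.5 mM EDTA, 0.1 mg/ml BSA, 1 mM TCEP, 0.01% Tween-20.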
TrxR1 substrate = rat thioredoxin reductase 1 substrate activity; AID 588456; actives 0.01% (n = 390,000); purified TrxR1 substrate turnover, NADPH consumption readout; Potency, µM (titrated, usually from 114 µM), for inactives: at the highest dose activity change, negative = substrate turnover; O89049; note: potency is the fitted concentration of half-maximal effect; % is set by controls: 0 for no effect and ±100 for the full control effect; nearly all actives have a fitted effect of over 50% in size
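Rat TrxR1, dispensed at 90 nM, was prereduced with 400 uM NADPH (final) for 5 min at ~22 deg C, then incubated with compound 15 min before 400 uM selenite. A first-read NADPH fluorescence drop versus no-compound background flagged substrates.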
PI4K2A inh = inhibitors of human PI4K2A; Q9BTU6; actives 0.13% (n = 420,000); activity change, negative = inhibition, % at 76.9 µM; purified PI4K2A, ADP-Glo luminescence, 1 h; stronger effect = lower value; in the data active = activity change below about -50%; inconclusive = mostly about -30% to -49%;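 note: -100% = wells without enzyme as full effect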
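In this quantitative HTS, ADP production by PI4K2A was quantified luminescently after 1 h at ambient temperature; 100 microM adenosine served as plate-quality control.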
HP1b chromo inh = HP1-beta chromodomain-methylated histone interaction inhibition; P83916; AlphaScreen HP1-beta / biotin-H3K9me3 peptide binding; Potency, µM (series often up to 114 µM), for the others: top-dose activity change, negative = inhibition, usual class: inhibitors; actives 0.56% (n = 390,000); AID 540317; note: potency is the fitted concentration of half-maximal effect; nearly all actives have a fitted effect of over 70% in size; inactives centre near 23
Target sequence (P83916 whole entry, looked up): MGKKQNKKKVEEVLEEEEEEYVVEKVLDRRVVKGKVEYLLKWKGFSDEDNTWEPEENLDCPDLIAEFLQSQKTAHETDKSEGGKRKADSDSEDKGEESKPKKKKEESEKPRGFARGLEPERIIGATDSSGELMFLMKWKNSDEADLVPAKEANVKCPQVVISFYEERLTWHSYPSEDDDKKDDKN
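Compound inhibition of the preformed complex between 50 nM HP1-beta and 50 nM biotinylated H3K9me3 peptide was read by AlphaScreen. Buffer was PBS pH 7.4 with 0.01% Tween-20. Incubations ran 30 min at room temperature, with 10 ug/mL donor/acceptor beads.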
Numbers without * were called inactive; [ ] = another dose, or the depositor's remark. Unless noted, calls come from the whole dose curve; as a rule, active = well fitted curve in the direction sought with a large enough effect; inconclusive = small, poorly fitted or top-dose-only effect, or another doubt; inactive = no such curve, though single readings can be large; an effect the other way counts as inactive or inconclusive.

Screening Cc1c2cnn(CC(=O)NC3CCCC3)c(=O)c2c(C)n1Cc1ccccc1 returned mIDH1 inhibitor -9%, TrxR1 inh 13%, Pin1 inh 0%, GLS inh -1%, PGK inhibitor -5%, USP1-UAF1 inh -14%, TrxR1 substrate 9%, PI4K2A inh 0 and HP1b chromo inh -3%[57 µM].
For O=C(CSc1nc2ccccc2c(=O)n1Cc1ccccc1)Nc1ccc(Br)cc1C(=O)O the results were mIDH1 inhibitor -12%, TrxR1 inh 32%, Pin1 inh inconclusive, GLS inh 1%, PGK inhibitor -3%, USP1-UAF1 inh inconclusive, TrxR1 substrate 5%, PI4K2A inh 1 and HP1b chromo inh 11%.
For O=C(NNc1ccc([N+](=O)[O-])cc1)C1C2CCCCC21 (stereo unspecified) the results were mIDH1 inhibitor 1%, TrxR1 inh 17%, Pin1 inh 14%, GLS inh 2%, PGK inhibitor -6%, USP1-UAF1 inh -21%, TrxR1 substrate 6%, PI4K2A inh 3 and HP1b chromo inh 22%.
Cc1ccc(CNC(=O)c2ccc(S(=O)(=O)Nc3c(C)n(C)n(-c4ccccc4)c3=O)cc2)cc1 was read as mIDH1 inhibitor -4%, TrxR1 inh 22%, Pin1 inh -2%, GLS inh -17%, PGK inhibitor 3%, USP1-UAF1 inh -7%, TrxR1 substrate 6%, PI4K2A inh 0 and HP1b chromo inh 2%.
CCOC(=O)C1=C(C)NC(C)=C(C(=O)OCC)C1/C=C/c1ccccc1 was read as mIDH1 inhibitor -2%, TrxR1 inh 21%, Pin1 inh 0%, GLS inh 7%, PGK inhibitor inactive, USP1-UAF1 inh -7%, TrxR1 substrate 14%, PI4K2A inh -4 and HP1b chromo inh 47%[activator].
For O=C1Cc2ccccc2C(=O)N1c1cccc(Cl)c1 the results were mIDH1 inhibitor -9%, TrxR1 inh inconclusive, Pin1 inh 2%, GLS inh -9%, PGK inhibitor -10%, USP1-UAF1 inh inconclusive, TrxR1 substrate -3%, PI4K2A inh -2 and HP1b chromo inh 27%.
`Cc1ccc(CC(=O)N2CCC(c3nc4c(nnn4Cc4ccccc4)c(=O)[nH]3)CC2)cc1` gave mIDH1 inhibitor 1%, TrxR1 inh 9%, Pin1 inh -5%, GLS inh 16%, PGK inhibitor -4%, USP1-UAF1 inh -9%, TrxR1 substrate -5%, PI4K2A inh -5 and HP1b chromo inh 34%.
Screening COc1cccc(NC(=O)Cn2c3ccc(F)cc3c3nc4n(c(=O)c32)CCCS4)c1 returned mIDH1 inhibitor -6%, TrxR1 inh 41%[activator], Pin1 inh 14%, GLS inh -2%, PGK inhibitor -2%, USP1-UAF1 inh -23%, TrxR1 substrate 40%[activator], PI4K2A inh -1 and HP1b chromo inh 32%.
Screening Cc1sc2nc(SCC(=O)NCCOCCO)nc(N)c2c1C returned mIDH1 inhibitor -1%, TrxR1 inh 23%, Pin1 inh -8%, GLS inh 0%, PGK inhibitor inactive, USP1-UAF1 inh -10%, TrxR1 substrate 6%, PI4K2A inh 5 and HP1b chromo inh -2%.
`O=C(c1ccccc1[N+](=O)[O-])N1CCCN(C(=O)c2ccccc2[N+](=O)[O-])CC1` gave mIDH1 inhibitor 0%, TrxR1 inh 5%[57.1 µM], Pin1 inh -1%, GLS inh -4%, PGK inhibitor -3%, USP1-UAF1 inh -5%, TrxR1 substrate 9%[57.1 µM], PI4K2A inh -4 and HP1b chromo inh 51%[activator].
`O=C(C(c1ccccc1)c1ccccc1)N1CCCc2ccccc21` gave mIDH1 inhibitor -5%, TrxR1 inh -8%[57.1 µM], Pin1 inh 0%, GLS inh 11%, PGK inhibitor 9%, USP1-UAF1 inh -17%, TrxR1 substrate -3%[57.1 µM], PI4K2A inh -1 and HP1b chromo inh 75%.
Screening CCOC(=O)CC(=O)CSc1nc(N)c(C#N)c(-c2ccc(F)cc2)c1C#N returned mIDH1 inhibitor 6%, TrxR1 inh -4%, Pin1 inh 45%[activator], GLS inh 10%, PGK inhibitor inactive, USP1-UAF1 inh -6%, TrxR1 substrate -4%, PI4K2A inh -5 and HP1b chromo inh 11%.

Three structures out of the list, sorted by length of the SMILES, lowest first.
For O=C1Cc2ccccc2C(=O)N1c1cccc(Cl)c1 the results were mIDH1 inhibitor -9%, TrxR1 inh inconclusive, Pin1 inh 2%, GLS inh -9%, PGK inhibitor -10%, USP1-UAF1 inh inconclusive, TrxR1 substrate -3%, PI4K2A inh -2 and HP1b chromo inh 27%.
`O=C(C(c1ccccc1)c1ccccc1)N1CCCc2ccccc21` gave mIDH1 inhibitor -5%, TrxR1 inh -8%[57.1 µM], Pin1 inh 0%, GLS inh 11%, PGK inhibitor 9%, USP1-UAF1 inh -17%, TrxR1 substrate -3%[57.1 µM], PI4K2A inh -1 and HP1b chromo inh 75%.
Screening CCOC(=O)CC(=O)CSc1nc(N)c(C#N)c(-c2ccc(F)cc2)c1C#N returned mIDH1 inhibitor 6%, TrxR1 inh -4%, Pin1 inh 45%[activator], GLS inh 10%, PGK inhibitor inactive, USP1-UAF1 inh -6%, TrxR1 substrate -4%, PI4K2A inh -5 and HP1b chromo inh 11%.

(next part)
For Cc1cccc2sc(N(CCN(C)C)C(=O)c3cc(Cl)sc3Cl)nc12 the results were mIDH1 inhibitor 9%, TrxR1 inh -12%, Pin1 inh 7%, GLS inh 0%, PGK inhibitor 1%, USP1-UAF1 inh -23%, TrxR1 substrate -9%, PI4K2A inh 5 and HP1b chromo inh -13%.
`CC1(C)CC(NNCCC#N)=CC(=[N+]2CCCC2)C1` gave mIDH1 inhibitor 5%, TrxR1 inh 12%[57.1 µM], Pin1 inh 0%, GLS inh -3%, PGK inhibitor -6%, USP1-UAF1 inh -16%, TrxR1 substrate 1%[57.1 µM], PI4K2A inh -5 and HP1b chromo inh -5%.
For COc1cc(/C=N/n2cnnc2)ccc1OCc1ccccc1 the results were mIDH1 inhibitor -2%, TrxR1 inh -12%, Pin1 inh 1%, GLS inh -2%, PGK inhibitor -4%, USP1-UAF1 inh -23%, TrxR1 substrate -12%, PI4K2A inh -4 and HP1b chromo inh 34%.
Screening CCOC(=O)C1=C(COC(=O)C2CC(=O)N(c3ccccc3F)C2)NC(=O)NC1C (stereo unspecified) returned mIDH1 inhibitor 9%, TrxR1 inh -1%, Pin1 inh -10%, GLS inh -5%, PGK inhibitor -8%, USP1-UAF1 inh 2%, TrxR1 substrate -1%, PI4K2A inh 4 and HP1b chromo inh 40%[activator].
`C=CCc1cc(S(=O)(=O)c2ccc(O)c(CC=C)c2)ccc1O` gave mIDH1 inhibitor 5%, TrxR1 inh 18%, Pin1 inh -2%, GLS inh -6%, PGK inhibitor -2%, USP1-UAF1 inh -19%, TrxR1 substrate -7%, PI4K2A inh 3 and HP1b chromo inh 32%.
Screening CCOC(=O)CN1CC23C=CC(O2)C(C(=O)NCc2ccccc2OC)C3C1=O (stereo unspecified) returned mIDH1 inhibitor 14%, TrxR1 inh -7%[57.1 µM], Pin1 inh -2%, GLS inh 0%, PGK inhibitor -3%, USP1-UAF1 inh -3%, TrxR1 substrate 0%[57.1 µM], PI4K2A inh 6 and HP1b chromo inh 14%.
`COc1ccc(N/C=C/C(=O)C(F)(F)F)cc1` gave mIDH1 inhibitor 6%, TrxR1 inh -11%, Pin1 inh 5%, GLS inh 7%, PGK inhibitor 18%, USP1-UAF1 inh -9%, TrxR1 substrate -13%, PI4K2A inh 2 and HP1b chromo inh 37%.
Screening CC(C)(C)CC(=O)NC(=S)NCCc1ccccc1 returned mIDH1 inhibitor 9%, TrxR1 inh -16%, Pin1 inh 4%, GLS inh 0%, PGK inhibitor -1%, USP1-UAF1 inh -20%, TrxR1 substrate 2%, PI4K2A inh -5 and HP1b chromo inh 73%[activator].
For O=C(NNC(=O)c1cccs1)c1ccccn1 the results were mIDH1 inhibitor 6%, GLS inh 18%, PGK inhibitor -1%, USP1-UAF1 inh 4% and PI4K2A inh -8.
For Cc1cc(NC(=O)CSCc2ccccc2)no1 the results were mIDH1 inhibitor 2%, TrxR1 inh 25%, Pin1 inh 3%, GLS inh -1%, PGK inhibitor 4%, USP1-UAF1 inh -23%, TrxR1 substrate 10%, PI4K2A inh -1 and HP1b chromo inh 31%.
`COc1ccc(NC(=O)c2nnn(Cc3nc(-c4cc(Br)ccc4OC)oc3C)c2C)cc1` gave mIDH1 inhibitor -10%, TrxR1 inh 19%, Pin1 inh -4%, GLS inh -9%, PGK inhibitor 1%, USP1-UAF1 inh -28%, TrxR1 substrate -2%, PI4K2A inh 3 and HP1b chromo inh 27%.
`COc1ccc(S(=O)(=O)Cc2ccc(C(=O)N3CCN(c4cccc(C)c4)C(C)C3)o2)cc1` (stereo unspecified) gave mIDH1 inhibitor 15%, TrxR1 inh 0%, Pin1 inh 3%, GLS inh 11%, PGK inhibitor inactive, USP1-UAF1 inh inconclusive, TrxR1 substrate 2%, PI4K2A inh -1 and HP1b chromo inh 32%.

Screening results deposited in PubChem BioAssay by National Center for Advancing Translational Sciences (NCATS).

Not all compounds are listed, so the mix of outcomes need not match the whole.
